From PubChem BioAssay
D1 antagonist = human D1 dopamine receptor antagonism. HEK293 TREx D1 cells, calcium flux, dopamine EC80; hits give low values. activity change, negative = inhibition, % at 10 µM. P21728. actives 3.2% (n = 360,000); in the data active = activity change below about -30%; note: % is set by controls: 0 for no effect and ±100 for the full control effect
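Cells carrying a force-coupled, tetracycline-inducible human D1 receptor report calcium flux. Each well gets a 10 s baseline, compound with 180 s monitoring, then an EC80 dopamine stimulus with a second 180 s kinetic read.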
TRHR agonist = agonists of human TRH receptor; P34981; TRHR cells, calcium flux fluo-8, FDSS agonist mode; activation, % at 2 µM; actives 0.18% (n = 360,000); in the data active = activation above about 30%; note: 0% is about no effect
Target sequence (P34981 whole entry, looked up): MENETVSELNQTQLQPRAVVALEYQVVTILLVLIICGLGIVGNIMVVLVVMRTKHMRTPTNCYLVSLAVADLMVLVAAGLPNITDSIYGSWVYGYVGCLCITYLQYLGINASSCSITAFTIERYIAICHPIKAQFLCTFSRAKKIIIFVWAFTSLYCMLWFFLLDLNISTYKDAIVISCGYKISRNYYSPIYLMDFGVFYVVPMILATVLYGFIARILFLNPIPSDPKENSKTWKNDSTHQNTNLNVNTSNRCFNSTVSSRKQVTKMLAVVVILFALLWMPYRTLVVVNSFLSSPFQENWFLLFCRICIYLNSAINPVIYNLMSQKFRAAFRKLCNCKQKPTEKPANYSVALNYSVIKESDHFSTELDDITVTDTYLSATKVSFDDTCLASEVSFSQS
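TRHR-expressing cells, plated overnight in medium with 10% serum, were loaded with fluo-8 calcium dye at room temperature. After a 10 s baseline, library compound was pin-added and calcium release was recorded kinetically (ex 480/em 530) as agonist response.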
D1 agonist = agonists of human D1 dopamine receptor | P21728 | HEK293 T-REx D1 cells, calcium flux, agonist mode | activation, % at 2 µM | actives 1% (n = 360,000) | AID 504660; in the data active = activation above about 30%; note: 0% is about no effect
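Tetracycline-induced HEK293 TREx D1 cells, force-coupled to calcium signalling, were dye-loaded with a no-wash calcium kit. Compound was pin-added after a 10 s baseline. Fluorescence was read kinetically at 1 cycle/s for 180 s, with calcium rises flagged as agonism.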
TRHR PAM = allosterically enhances the human TRH receptor | TRHR cells, fluo-8 calcium fluorescence, EC20 TRH enhancement | enhancement, % at 2 µM | actives 0.66% (n = 360,000) | P34981; in the data active = enhancement above about 30%; note: 0% is about no effect
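TRHR-expressing cells loaded with fluo-8 calcium dye were read kinetically (ex 480/em 530) during compound addition, then stimulated with an EC20 of TRH (10 nM final). Enhancement of the Gq-mediated intracellular calcium response was scored.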
Apoferritin bind = binds horse apoferritin like a general anesthetic | actives 0.074% (n = 350,000) | Potency, µM (doses to about 77.5 µM), inactives show at the top dose activity change, negative = displacement, most hits filed as inhibitors | apoferritin/1-aminoanthracene competitive binding, fluorescence | P02791 | AID 485281; note: potency is the fitted concentration of half-maximal effect; % is set by controls: 0 for no effect and ±100 for the full control effect; nearly all actives have a fitted effect of over 20% in size
Target sequence (P02791 2-175 limits assumed): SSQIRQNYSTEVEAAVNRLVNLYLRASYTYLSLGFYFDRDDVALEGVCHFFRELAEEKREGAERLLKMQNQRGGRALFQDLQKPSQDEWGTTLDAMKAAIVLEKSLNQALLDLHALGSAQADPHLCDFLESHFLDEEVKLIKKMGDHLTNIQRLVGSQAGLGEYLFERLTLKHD
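Probe: 1-aminoanthracene (50% saturated, PBS). Protein: horse-spleen apoferritin, 10 uM. Incubation: 10 min, room temperature. Detection: 380 nm excitation, 535 nm emission. Analysis: normalized response, four-parameter Hill.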
RXFP1 agonist = RXFP1 (human) receptor agonism; Q9HBX9; Potency, µM (doses to about 57.5 µM), for the others: at the top dose activation, usual class: activators; HEK293T-RXFP1 cAMP TR-FRET, 30 min; response scale: percent of porcine relaxin response, buffer zero; AID 2676; actives 0.3% (n = 370,000); note: potency is the fitted concentration of half-maximal effect; % is set by controls: 0 for no effect and ±100 for the full control effect; nearly all actives have a fitted effect of over 60% in size; many of its hits are not listed in these tables
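cAMP rise read by TR-FRET after 30 min, 37C compound exposure (up to 58 uM) in RXFP1-transfected HEK293 cells with Ro 20174 present. EC50 from Hill-equation fits, with 29 nM porcine relaxin as 100% and buffer as basal.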
D1 PAM = enhances dopamine response at the human D1 receptor; P21728; HEK293 TREx D1 cells, calcium flux, dopamine EC20 potentiation; potentiation, % at 10 µM; actives 0.036% (n = 360,000); AID 504651; in the data active = potentiation above about 30%; note: 0% is about no effect
RXFP1 antagonist = antagonists of human relaxin receptor RXFP1; Q9HBX9; HEK293-RXFP1, relaxin-stimulated cAMP HTRF, 30 min; hits give low values; activity change, negative = inhibition, % at 57.5 µM; actives 0.59% (n = 350,000);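 active = activity change of -60% or lower, but not beyond a set lower limit; inconclusive = change between -60% and -40%, or beyond the set limit; inactive = change above -40%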; note: % is set by controls: 0 for no effect and ±100 for the full control effect
D2 potentiator = D2 dopamine receptor (human) potentiation. HEK293 T-REx D2, calcium flux, EC20 dopamine potentiation. potentiation, % at 10 µM. actives 0.34% (n = 340,000). AID 485347;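 active = potentiation over 3 SD above the plate norm, cut at about 30% in these data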; note: 0% is about no effect
Target sequence (P14416 whole entry, looked up): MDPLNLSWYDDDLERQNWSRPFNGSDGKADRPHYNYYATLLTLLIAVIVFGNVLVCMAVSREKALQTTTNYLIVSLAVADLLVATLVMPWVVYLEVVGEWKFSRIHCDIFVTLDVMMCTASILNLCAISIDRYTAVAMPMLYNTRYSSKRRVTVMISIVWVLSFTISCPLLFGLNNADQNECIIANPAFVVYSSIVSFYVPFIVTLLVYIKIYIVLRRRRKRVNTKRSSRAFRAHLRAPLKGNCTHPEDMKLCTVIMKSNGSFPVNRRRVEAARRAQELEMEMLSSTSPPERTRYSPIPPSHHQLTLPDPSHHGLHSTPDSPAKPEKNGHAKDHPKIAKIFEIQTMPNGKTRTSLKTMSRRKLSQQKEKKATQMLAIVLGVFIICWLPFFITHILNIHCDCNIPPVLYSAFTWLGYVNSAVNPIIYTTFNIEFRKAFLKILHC
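Primary screen. Calcium kinetics in induced HEK293 T-REx D2 cells: compound pre-addition 180 s, EC20 dopamine, 180 s more.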
Active calls of the source: *; ? = inconclusive; nt = no result given; & = joins results of further samples; [ ] = remark or other dose. Unless noted, calls come from the whole dose curve; as a rule, active = well fitted curve in the direction sought with a large enough effect; inconclusive = small, poorly fitted or top-dose-only effect, or another doubt; inactive = no such curve, though single readings can be large; an effect the other way counts as inactive or inconclusive.

smiles | D1 antagonist | TRHR agonist | D1 agonist | TRHR PAM | Apoferritin bind | RXFP1 agonist | D1 PAM | RXFP1 antagonist | D2 potentiator
CN1C(=O)/C(=C/c2ccccc2F)Sc2ccc(C(=O)NCC3CCCO3)cc21 (centres undefined) | -12 | 1.0 | 8 | -7 | -9% | -0.1% | -9 | -9 | 0
O=C(CSc1nc(-c2cccc(Cl)c2)nc2cc(=O)[nH]n12)Nc1ccccc1 | 4 | -0.1 | 0 | 4 | -8% | -1.9% | 0 | -6 | 0
Cc1ccc(N2CC(C(=O)Nc3nnc(SCc4cccnc4)s3)CC2=O)cc1 (centres undefined) | 21 | -0.3 | 1 | 5 | ? | 0.1% | 13 | -23 | 4
CCCCCN(C(=O)CCC(=O)OCc1ccccc1Cl)c1c(N)n(CCCC)c(=O)[nH]c1=O | 13 | 0.5 | 6 | -7 | -11% | 3.1% | 5 | -17 | -9
CCCCCCCC[n+]1c(C)n(-c2ccccc2)c2ccc(NC(C)=O)cc21 | -23 | 0.0 | 1 | 2 | -13% | 0.5% | -12 | -14 | -9
O=C(CC1C(=O)NCCN1CC1CCCCC1)NCc1cc(F)ccc1F (centres undefined) | -3 | -0.5 | 2 | 6 | ? | 0.1% | 0 | -31 | 15
CN(C)c1nc(C(=O)OCCO)nc(N(C)C)n1 | -6 | 0.6 | 1 | 2 | -4% | -1.2% | -2 | 4 | -3
Cc1ccc(NC2CCCN(C(=O)CN3C(=O)c4ccccc4C3=O)C2)cc1C (centres undefined) | 7 | -0.9 | 0 | -5 | -17% | -1.0% | -1 | -17 | -2
CCn1c(SC)nc2c(c1=O)SC(C)C2 (centres undefined) | 4 | -0.4 | 1 | 2 | -16% | 1.3% | -2 | -6 | 20
Cc1ccc(C2C(C#N)=C(N)N(c3cccnc3)C3=C2C(=O)CCC3)c(C)c1 (centres undefined) | 10 | 0.6 | 2 | -5 | -12% | -1.9% | -3 | 8 | 2
CSc1n[nH]c(/N=C/c2oc(O)c3ccccc23)n1 | -9 | 0.4 | 2 | -2 | 3% | 2.6% | -1 | -11 | 4
CNS(=O)(=O)c1cccc(C(=O)OCCCOC(=O)c2cccc(S(=O)(=O)NC)c2)c1 | 12 | 0.1 | 0 | -8 | -15% | -0.8% | -6 | -9 | 5
CC(C)c1ccc(OCc2ccc(C(=O)O)o2)cc1 | 4 | -0.4 | 5 | -2 | -4% | 4.0% | -6 | -13 | -5
COc1ccc(C(=O)NCC(c2ccc(N(C)C)cc2)N2CCc3ccccc32)c(OC)c1 (centres undefined) | -5 | 0.2 | -1 | 5 | -15% | 11% | 0 | -11 | 0
CCn1cc(CN2CCCC(C(=O)Nc3ccc(-c4cscn4)cc3)C2)c(C)n1 (centres undefined) | 13 | 0.9 | 1 | -1 | -9% | -1.4% | -6 | 5 | 12
COc1ccc(NC(=O)c2ccc(CNS(=O)(=O)c3cccc(OC)c3)cc2)cc1 | 0 | -0.8 | 2 | 1 | -9% | 1.2% | 4 | -10 | 17
Cc1oc2cc(O)ccc2c(=O)c1N1C(=O)c2ccccc2C1=O | 0 | -0.3 | 2 | 7 | -6% | -0.6% | -8 | -3 | -6
COc1ccc(OC)c(CN2CCCC(CO)C2)c1 (centres undefined) | 20 | -0.5 | 4 | 4 | -9% | -2.5% | 0 | 12 | 6
O=C(c1ccccc1-n1cccc1)N1N=C(C(F)F)CC1(O)C(F)F (centres undefined) | -9 | -0.3 | 0 | -4 | 8% | 1.4% | -1 | 14 | -6
CC(=O)Nc1ccc(/C=C2\CCc3ccccc3C2=O)cc1 | 0 | 0.2 | 3 | 1 | -1% | 2.1% | -7 | -6 | -4
Cc1ccc(CSc2nnc(SCC(=O)N/N=C/C=C/c3ccccc3[N+](=O)[O-])s2)cc1 | -10 | 0.8 | 3 | 7 | -7% | 0.0% | 3 | 20 | 14
Cc1ccc(CNC(=O)COc2ccc(S(=O)(=O)N3CCOCC3)cc2)cc1 | 7 | 0.1 | -1 | -3 | nt | 0.0% | 0 | -23 | -5
C#CCNC(=O)C1=C[C@H](c2ccc(Br)cc2)[C@@H](CCCO)[C@H](OCC)O1 | -1 | -0.1 | 1 | 2 | -4% | -1.6% | 0 | nt | 11
COc1cccc(-c2nc(CS(=O)(=O)CC(=O)NCc3cccc(Cl)c3)c(C)o2)c1 | 7 | 0.5 | 5 | 3 | -3% | 18% | -1 | -12 | 18
COc1ccc(N(CC(=O)Nc2ccccc2OC)S(=O)(=O)c2ccc(NC(C)=O)cc2)cc1 | -14 | -1.5 | 6 | -7 | -12% | 3.0% | -2 | 3 | 12
CS(=O)(=O)c1ccc(C(=O)N(CCc2ccccc2)Cc2ccccc2)cc1 | 8 | 2.5 | 2 | -3 | -13% | -2.5% | 1 | 4 | 13
COc1ccc(Nc2nc(N)nc(CSC(=S)N3CCN(c4ccccc4)CC3)n2)cc1 | 1 | 0.4 | 2 | 3 | -9% | -0.7% | -2 | -6 | -5
N#CC(C(=O)NCCc1ccccc1)c1nc2ccccc2nc1N1CCOCC1 (centres undefined) | -2 | 0.8 | 7 | -3 | -5% | 1.1% | 2 | -6 | -3
CC(C)Oc1snc(Cl)c1C(N)=O | 3 | 0.6 | 2 | 0 | -5% | 0.3% | -5 | -6 | 2
CCN(CCNC(=O)c1cccc(N2CCCC2=O)c1)c1ccccc1 | 10 | -0.3 | 1 | -10 | -9% | -0.2% | 4 | 1 | 5
Clc1cccc(-c2nn3c(Cn4cnc5ccccc54)nnc3s2)c1 | 3 | 0.3 | 2 | -10 | -9% | 5.4% | 2 | 25 | 13
Cc1cc(NC(=O)c2ccc(NC(=O)CCS(=O)(=O)c3cccs3)cc2)ccc1Br | -38* | 1.1 | 7 | 1 | -14% | 7.6% | -2 | -16 | -1
O=C(Nc1ccc2c(c1)nc1n2CCN(C2CCCCC2)C1)NC1CCCCC1 | -10 | 4.7 | 6 | 4 | 39%[activator] | 1.4% | -6 | nt | -1
COC(=O)c1sccc1-c1ccc(C(=O)Nc2cccc(Cl)c2)o1 | -9 | 0.3 | 5 | 0 | -19% | 2.7% | -2 | 9 | -12
COC(=O)c1ccc(-n2c(CCC(=O)O)ccc2-c2ccc(C)cc2)cc1 | -12&-1 | -0.3&-0.7 | 1&1 | 2&-3 | 6%&-12% | 0.6%&12% | -6&-6 | 0 | 3&6
COc1ccccc1OCCNC(=O)c1ccc2c(c1)OCCO2 | 3 | -0.1 | 1 | -9 | nt | -1.3% | 2 | 3 | -2
Cc1cc(Nc2ccc(O)cc2)n2c(nc3ccccc32)c1C#N | -9 | 0.7 | 2 | 5 | -6% | 4.1% | 8 | -11 | -3
O=C(NCc1ccccc1Cl)c1cc([N+](=O)[O-])ccc1Cl | -29 | -0.5 | 4 | -3 | -6% | -0.3% | -5 | -10 | -4
CC(NC(=O)CSC(=S)N(C)C)C12CC3CC(CC(C3)C1)C2 (centres undefined) | -4 | -0.1 | 1 | -2 | ? | -4.0% | 6 | -5 | 6
CSc1ccccc1NC(=O)c1ccncc1 | 2 | -0.1 | 1 | 2 | -3% | 0.1% | 2 | -1 | -8
NC1(C#Cc2ccc3oc(=O)c(-n4cc(-c5ccsc5)nn4)cc3c2)CCCCC1 | nt | 0.7 | 1 | -4 | nt | 1.8% | 5 | nt | 7
Cc1noc(C)c1C(=O)N1CCC(Cc2ccccc2)CC1 | -2 | 0.0 | 2 | -3 | -9% | 1.7% | 8 | -3 | 2
O=C(C1COc2ccccc2O1)N1CCN(S(=O)(=O)c2cc(F)ccc2F)CC1 (centres undefined) | -16 | 0.2 | 1 | -2 | nt | 1.2% | 2 | 2 | 2
c1ccc2c(-c3nnc4n3CCCCC4)c[nH]c2c1 | -19 | -0.6 | 0 | 7 | -20% | -1.5% | -5 | 1 | 7
CN(CC(=O)Nc1sccc1C#N)Cc1ccccc1 | 1 | -0.2 | 6 | -4 | -14% | 1.7% | -3 | nt | nt
O=c1[nH]cc(COCC(F)CCl)c(=O)[nH]1 (centres undefined) | -8 | 0.1 | 4 | 16 | 6% | 1.3% | 2 | 3 | 3
Cc1cccn2cc(CNS(=O)(=O)c3cccc(F)c3)nc12 | -2 | 0.5 | -2 | 1 | 0% | 1.1% | 2 | 0 | -5
CNC(=O)Nc1cc(C(C)(C)C)no1 | -17 | 2.0 | 2 | 3 | -11% | 0.0% | 7 | 5 | -6

Ordered by value in RXFP1 antagonist (falling): 3 of the compounds above.
smiles | RXFP1 antagonist
CNC(=O)Nc1cc(C(C)(C)C)no1 | 5
O=c1[nH]cc(COCC(F)CCl)c(=O)[nH]1 (centres undefined) | 3
O=C(C1COc2ccccc2O1)N1CCN(S(=O)(=O)c2cc(F)ccc2F)CC1 (centres undefined) | 2

Entries above with an aryl thioether with sulfur outside any ring (6):
smiles | D1 antagonist | TRHR agonist | D1 agonist | TRHR PAM | Apoferritin bind | RXFP1 agonist | D1 PAM | RXFP1 antagonist | D2 potentiator
O=C(CSc1nc(-c2cccc(Cl)c2)nc2cc(=O)[nH]n12)Nc1ccccc1 | 4 | -0.1 | 0 | 4 | -8% | -1.9% | 0 | -6 | 0
Cc1ccc(N2CC(C(=O)Nc3nnc(SCc4cccnc4)s3)CC2=O)cc1 (centres undefined) | 21 | -0.3 | 1 | 5 | ? | 0.1% | 13 | -23 | 4
CCn1c(SC)nc2c(c1=O)SC(C)C2 (centres undefined) | 4 | -0.4 | 1 | 2 | -16% | 1.3% | -2 | -6 | 20
CSc1n[nH]c(/N=C/c2oc(O)c3ccccc23)n1 | -9 | 0.4 | 2 | -2 | 3% | 2.6% | -1 | -11 | 4
Cc1ccc(CSc2nnc(SCC(=O)N/N=C/C=C/c3ccccc3[N+](=O)[O-])s2)cc1 | -10 | 0.8 | 3 | 7 | -7% | 0.0% | 3 | 20 | 14
CSc1ccccc1NC(=O)c1ccncc1 | 2 | -0.1 | 1 | 2 | -3% | 0.1% | 2 | -1 | -8

Some of the compounds tested; the hit share may differ from the screen's.
